CCHFV vOTU inh: blocks the CCHF virus ovarian tumor domain protease; inhibition, % at 11.5 µM; actives 0.55% (n = 370,000); AID 651958; CCHFV vOTU protease, Pep-AMC fluorescence; in the data active = inhibition above about 30%; note: 0% = vehicle wells with enzyme and 100% = no enzyme wells
PriA SSB inh: blocks PriA binding to SSB C-terminal tail | AlphaScreen SSBct-PriA binding, biotinylated peptide | inhibition, % at 33 µM | actives 0.6% (n = 430,000) | AID 1272365; in the data active = inhibition mostly above about 37%, no sharp cut-off; inactive = mostly below about 20%;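 note: plate controls were negative control peptide for no effect and reference peptide for full effect; strong numbers were not always called active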
TcdB inh: inhibitors of Clostridioides difficile toxin B glycohydrolase. inhibition, % at 9.99 µM. actives 0.24% (n = 350,000). TcdB glycohydrolase enzymatic assay, plate reader. AID 652162; in the data active = inhibition above about 10%
Target sequence (P18177 whole entry, looked up): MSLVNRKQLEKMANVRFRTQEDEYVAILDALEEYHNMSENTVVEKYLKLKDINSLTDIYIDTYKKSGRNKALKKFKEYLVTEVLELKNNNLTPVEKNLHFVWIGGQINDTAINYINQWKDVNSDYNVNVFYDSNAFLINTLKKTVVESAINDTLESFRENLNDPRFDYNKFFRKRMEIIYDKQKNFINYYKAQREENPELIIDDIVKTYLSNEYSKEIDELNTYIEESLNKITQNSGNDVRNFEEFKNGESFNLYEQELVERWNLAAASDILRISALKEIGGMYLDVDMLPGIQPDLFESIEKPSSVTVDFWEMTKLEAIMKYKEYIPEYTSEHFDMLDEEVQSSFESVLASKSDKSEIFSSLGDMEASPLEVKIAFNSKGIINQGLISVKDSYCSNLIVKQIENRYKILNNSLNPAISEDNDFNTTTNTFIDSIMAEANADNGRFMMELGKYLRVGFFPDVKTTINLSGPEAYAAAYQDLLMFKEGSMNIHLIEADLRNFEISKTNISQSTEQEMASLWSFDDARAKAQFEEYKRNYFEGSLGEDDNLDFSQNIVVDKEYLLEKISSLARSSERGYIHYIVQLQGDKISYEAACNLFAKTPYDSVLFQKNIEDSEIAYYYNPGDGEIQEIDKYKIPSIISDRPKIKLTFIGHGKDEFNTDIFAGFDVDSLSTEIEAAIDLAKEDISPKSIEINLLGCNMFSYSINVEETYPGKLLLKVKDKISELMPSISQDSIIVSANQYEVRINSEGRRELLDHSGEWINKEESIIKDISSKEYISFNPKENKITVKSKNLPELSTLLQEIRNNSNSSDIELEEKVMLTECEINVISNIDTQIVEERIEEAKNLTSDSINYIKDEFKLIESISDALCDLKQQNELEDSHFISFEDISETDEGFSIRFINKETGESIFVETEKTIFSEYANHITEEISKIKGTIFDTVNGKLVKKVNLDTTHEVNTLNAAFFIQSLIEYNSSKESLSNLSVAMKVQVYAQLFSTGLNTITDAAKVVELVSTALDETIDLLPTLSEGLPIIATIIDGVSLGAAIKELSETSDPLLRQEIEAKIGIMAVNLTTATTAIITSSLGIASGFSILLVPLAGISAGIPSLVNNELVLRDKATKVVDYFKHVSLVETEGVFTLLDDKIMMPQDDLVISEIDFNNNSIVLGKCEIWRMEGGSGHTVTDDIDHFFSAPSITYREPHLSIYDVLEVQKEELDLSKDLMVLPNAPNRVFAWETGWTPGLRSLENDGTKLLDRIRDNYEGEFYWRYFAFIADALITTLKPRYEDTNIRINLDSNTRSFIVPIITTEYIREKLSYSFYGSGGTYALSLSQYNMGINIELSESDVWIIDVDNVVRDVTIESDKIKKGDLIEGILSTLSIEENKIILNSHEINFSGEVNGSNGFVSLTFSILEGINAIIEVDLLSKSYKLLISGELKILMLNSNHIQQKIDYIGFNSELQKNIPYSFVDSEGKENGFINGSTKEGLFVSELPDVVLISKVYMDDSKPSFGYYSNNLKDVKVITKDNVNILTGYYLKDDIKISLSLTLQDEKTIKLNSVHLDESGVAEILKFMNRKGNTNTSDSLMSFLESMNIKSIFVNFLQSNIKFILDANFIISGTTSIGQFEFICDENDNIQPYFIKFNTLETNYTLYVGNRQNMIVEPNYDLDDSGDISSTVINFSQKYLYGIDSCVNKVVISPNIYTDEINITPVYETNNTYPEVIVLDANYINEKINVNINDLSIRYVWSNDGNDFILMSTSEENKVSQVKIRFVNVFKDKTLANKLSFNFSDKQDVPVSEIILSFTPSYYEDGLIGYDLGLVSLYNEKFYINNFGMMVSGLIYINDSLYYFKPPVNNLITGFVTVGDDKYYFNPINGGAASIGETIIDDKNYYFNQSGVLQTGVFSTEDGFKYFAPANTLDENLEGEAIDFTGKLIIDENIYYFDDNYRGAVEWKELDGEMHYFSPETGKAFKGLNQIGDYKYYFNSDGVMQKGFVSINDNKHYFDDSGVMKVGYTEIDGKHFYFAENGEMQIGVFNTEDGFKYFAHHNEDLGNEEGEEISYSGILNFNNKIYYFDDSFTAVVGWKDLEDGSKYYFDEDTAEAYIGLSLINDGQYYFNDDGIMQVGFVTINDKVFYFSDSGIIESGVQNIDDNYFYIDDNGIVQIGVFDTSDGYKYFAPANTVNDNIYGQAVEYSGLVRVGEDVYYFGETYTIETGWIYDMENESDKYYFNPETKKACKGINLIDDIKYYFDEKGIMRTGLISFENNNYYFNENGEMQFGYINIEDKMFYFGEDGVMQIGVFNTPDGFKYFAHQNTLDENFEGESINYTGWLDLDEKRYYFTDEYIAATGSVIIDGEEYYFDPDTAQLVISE
* marks the source's active call; other numbers are inactive results. Not all compounds are listed; count on the stated rates, not on these rows.

no. | Structure | CCHFV vOTU inh | PriA SSB inh | TcdB inh
1 | CCCNC(=O)c1onc(CSc2ccc(F)c(F)c2)c1C(=O)NCCC | 13 | -26 | 2.5
2 | O=C1c2ccccc2S(=O)(=O)c2cc(C(=O)N3CCC(C(=O)N4CCCCC4)CC3)ccc21 | 5 | -2 | 0.8
3 | COc1ccc(/C=C/C(=O)c2ccc([N+](=O)[O-])o2)cc1OC | -10 | 4 | 0.8
4 | CNC(=O)[C@@H]1C[C@H]1[C@@H](NC(=O)CNC(=O)OCc1ccccc1)c1ccccc1 | -5 | 1 | 0.7
5 | COc1ccc(NC(=O)Nc2ccc(O)c3ccccc23)cc1 | 82* | -13 | -3.7
6 | COc1ccc(C2=NOC(C)(c3sc(-c4ccc(Cl)cc4)nc3C)C2)cc1 (stereo not drawn) | 6 | -2 | -1.0
7 | COCCN1CCN(C(=O)c2ccc3c(c2)S(=O)(=O)c2ccccc2C3=O)CC1 | -8 | 2 | 0.5
8 | COc1cc2sc3ccc(-c4ccc(N(C)C)nc4)cc3c(=O)c2cc1OC | 0 | 6 | 2.5
9 | CCC1(CC)C(=O)C2=C3C1[C@H](C(=O)OC)CC(C(=O)OC)C[C@H]3n1c(=O)n(-c3ccccc3)c(=O)n1[C@H]2C (stereo partly drawn) | 0 | 10 | 1.9
10 | CCOC(=O)C1=C(C)N(CCCC(=O)O)C(=O)NC1c1cccc(OC)c1 (stereo not drawn) | -6 | -17 | 0.2

Two entries drawn at random from the list so far:
no. | Structure | CCHFV vOTU inh | PriA SSB inh | TcdB inh
1 | CCCNC(=O)c1onc(CSc2ccc(F)c(F)c2)c1C(=O)NCCC | 13 | -26 | 2.5
4 | CNC(=O)[C@@H]1C[C@H]1[C@@H](NC(=O)CNC(=O)OCc1ccccc1)c1ccccc1 | -5 | 1 | 0.7

By substructure, the compounds so far containing an aryl methoxy group
no. | Structure | CCHFV vOTU inh | PriA SSB inh | TcdB inh
3 | COc1ccc(/C=C/C(=O)c2ccc([N+](=O)[O-])o2)cc1OC | -10 | 4 | 0.8
5 | COc1ccc(NC(=O)Nc2ccc(O)c3ccccc23)cc1 | 82* | -13 | -3.7
6 | COc1ccc(C2=NOC(C)(c3sc(-c4ccc(Cl)cc4)nc3C)C2)cc1 (stereo not drawn) | 6 | -2 | -1.0
8 | COc1cc2sc3ccc(-c4ccc(N(C)C)nc4)cc3c(=O)c2cc1OC | 0 | 6 | 2.5
10 | CCOC(=O)C1=C(C)N(CCCC(=O)O)C(=O)NC1c1cccc(OC)c1 (stereo not drawn) | -6 | -17 | 0.2

Further entries follow:
no. | Structure | CCHFV vOTU inh | PriA SSB inh | TcdB inh
11 | Cc1cc(C)c2nc(N(CCCN(C)C)C(=O)c3ccc4c(c3)CCCC4)sc2c1 | 3 | 43* | 0.3
12 | COc1ccc(-[n+]2c(-c3ccccc3)cc(-c3ccccc3)cc2-c2ccccc2)cc1 | 4 | -4 | -0.1
13 | O=C(O)c1cc(-c2ccccc2)nn1CC1CC(c2cccc([N+](=O)[O-])c2)=NO1 (stereo not drawn) | 25 | -4 | -2.0
14 | C#CCOCCOCCOCCNc1nc(N2CCN(C(=O)C([C@@H](C)CC)n3cc(C(N)CO)nn3)CC2)nc(N2CCN(C(=O)C([C@@H](C)CC)n3cc(C(N)COC(=O)C(F)(F)F)nn3)CC2)n1 (stereo partly drawn) | -12 | -1 | 0.6
15 | NCCN1CCN2C(=O)CN(C(=O)c3ccccc3)CC12 (stereo not drawn) | 12 | -14 | 0.0

Source: PubChem
